Screening data: PubChem, National Center for Advancing Translational Sciences (NCATS)
p53 reactivator: mutant p53 re-activation in reporter cells | H1299 p53-A138V BP100-luciferase reporter, luminescence, 24 h | Potency, µM (series often up to 92.2 µM), inactives show at the top dose activity change, positive = activation, actives largely listed as activators | actives 0.063% (n = 320,000) | AID 504706; also: potency is read from the fitted curve at half-maximal effect; % of control where 0% means no effect; nearly all actives have a fitted effect of over 45% in size
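H1299 (p53-null), stable ts p53-A138V + BP100-Luc; 1000 cells/well, Opti-MEM/10% FBS; cpd 4 pt, 1:5; 24 h, 37 deg C, 5% CO2; detection reagent 10 min RT; luminescence.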
TRPV1 ag: activates the human vanilloid receptor TRPV1 | Q8NER1 | TRPV1-expressing cells, Fluo-8 calcium influx, agonist mode | activation, % at 8.33 µM | actives 0.19% (n = 320,000) | AID 540275; in the data active = activation above about 80%; inconclusive = between about 30% and that limit; also: 0% is about no effect
Target sequence (Q8NER1 whole entry, looked up): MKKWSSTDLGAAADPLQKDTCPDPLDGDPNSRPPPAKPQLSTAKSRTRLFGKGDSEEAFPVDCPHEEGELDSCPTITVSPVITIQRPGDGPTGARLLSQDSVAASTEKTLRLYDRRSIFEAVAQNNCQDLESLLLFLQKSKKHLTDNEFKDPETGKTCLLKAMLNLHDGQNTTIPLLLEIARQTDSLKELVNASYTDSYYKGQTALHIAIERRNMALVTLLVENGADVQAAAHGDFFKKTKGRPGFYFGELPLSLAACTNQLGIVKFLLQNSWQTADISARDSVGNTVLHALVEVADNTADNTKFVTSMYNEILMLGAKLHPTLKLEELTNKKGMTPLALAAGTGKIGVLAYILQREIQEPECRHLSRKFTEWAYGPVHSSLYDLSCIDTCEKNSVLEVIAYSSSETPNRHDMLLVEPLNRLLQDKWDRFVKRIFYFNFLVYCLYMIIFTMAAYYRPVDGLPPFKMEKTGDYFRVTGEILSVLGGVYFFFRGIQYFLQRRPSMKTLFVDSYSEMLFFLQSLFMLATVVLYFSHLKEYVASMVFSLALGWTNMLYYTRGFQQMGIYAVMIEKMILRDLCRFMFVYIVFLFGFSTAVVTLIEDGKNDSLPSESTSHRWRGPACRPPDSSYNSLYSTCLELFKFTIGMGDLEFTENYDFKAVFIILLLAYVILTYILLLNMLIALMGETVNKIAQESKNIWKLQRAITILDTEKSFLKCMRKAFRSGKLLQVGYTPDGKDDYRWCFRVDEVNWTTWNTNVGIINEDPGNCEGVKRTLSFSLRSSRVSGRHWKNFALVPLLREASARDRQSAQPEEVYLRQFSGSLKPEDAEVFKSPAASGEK
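Cells expressing TRPV1 were dye-loaded with Fluo-8 and read kinetically: 10 s baseline, 3 min after compound (agonist portion), then 2 min after EC20 capsaicin (allosteric enhancer portion). Calcium-bound dye fluorescence at 480/520 nm.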
a7 integrin act: activates integrin-mediated alleviation for muscular dystrophy; alpha7betagal myoblasts, beta-gal FDG fluorescence, 48 h; Potency, µM (series often up to 38.3 µM), without a hit: top-dose activation, most hits filed as activators; actives 0.064% (n = 350,000);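 also: potency is read from the fitted curve at half-maximal effect; 100% = response of the positive control SU9516; nearly all actives have a fitted effect of over 60% in size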
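Alpha7betagal+/- myoblasts (passage 13) were plated 16-24 hr, then exposed to compounds (1:260 dilution of DMSO stock) for 48 hours at 37C. After MPER lysis, β-galactosidase reporter activity was read as FDG fluorescence (ex 480/em 540) after 30 minutes.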
TCR act: activators of T cell receptors. primary human leukocytes, anti-CD3, IL-2 HTRF, 48 h. Potency, µM (titrated, usually from 9.22 µM), for inactives: at the highest dose activation of IL-2 secretion, hits mostly activators. 330,000 tested, under 10 active; also: % of control where 0% means no effect
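Compounds are tested in HTS on primary human leukocytes co-incubated with a-CD3 beads for 48 hr. IL-2 output is measured by time-resolved FRET.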
AT treatment: potential ataxia-telangiectasia treatment; AID 485349; […] A-T fibroblasts, KAP-1 phosphorylation AlphaLISA; neocarzinostatin DNA damage 30 min before lysis; Potency, µM (highest dose often 57.5 µM), for inactives: top-dose activation, hits mostly activators; actives 0.19% (n = 320,000); also: potency is read from the fitted curve at half-maximal effect; % of control where 0% means no effect; nearly all actives have a fitted effect of over 45% in size
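ATM-like activity read as KAP-1 phosphorylation via AlphaLISA donor/acceptor antibody pairs after lysis and 6 hr at 25C. Cells were ATM-null patient fibroblasts ([…], hTERT), dosed 60 min, then exposed to the DSB inducer NCS for 30 min.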
B2AR arrestin: beta2AR (human) beta-arrestin recruitment activity. actives 0.02% (n = 330,000). AID 492947. Potency, µM (doses to about 46.1 µM), inactives show top-dose activation, usual class: activators. P07550. beta-arrestin recruitment to beta2AR, cell-based reporter;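 also: potency is read from the fitted curve at half-maximal effect; 0% = DMSO controls and full agonism = EC100 isoproterenol or metaproterenol; nearly all actives have a fitted effect of over 65% in size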
BRCA1 expr act: activators of BRCA1 expression; actives 1.1% (n = 380,000); AID 624202; MCF7-BRCA1-FFLuc reporter, luminescence, 48 h; response scale: scaled: vehicle 0%, 10 µM genistein 100%; Potency, µM (top dose mostly 46.1 µM), inactives show at the top dose activation, usual class: activators; also: potency is read from the fitted curve at half-maximal effect; nearly all actives have a fitted effect of over 80% in size; some results filed as inactive show a strong effect at the top dose
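MCF7 cells carrying a BRCA1-firefly luciferase reporter (2000 cells/well, phenol-red free MEM) were attached for 2 h at 37 °C, then given compounds for 48 h. Luminescence was read 15 min after luciferase reagent; activity normalized to genistein (10 microM) and DMSO.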
PTAP TSG101 blk: blocks PTAP/TSG101 interaction to inhibit HIV-1 budding; Fluorescence polarization, FITC-PTAP peptide / Tsg101 binding; Potency, µM (series often up to 115 µM), for the others: at the highest dose activity change, negative = inhibition, most hits filed as inhibitors; 340,000 tested, under 10 active; Q99816; active = well fitted inhibition curve with a large enough effect in the main read-out, with a control signal flat, not every such curve was filed as active; inconclusive = small, poorly fitted or top-dose-only effect, or effect the other way, or a change in a side signal; inactive = no such curve, though single readings can be large or run the other way; also: potency is read from the fitted curve at half-maximal effect; % of control where 0% means no effect
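Steps: Tsg101 binding domain dispensed (10 uM final), compounds pinned in DMSO, FITC-labeled PTAP-motif peptide added (50 nM final); after 20 min binding at room temperature, polarization measured.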
MLL CXXC-DNA inh: MLL CXXC-DNA interaction inhibition; MLL-CXXC / FITC-HOXA9 DNA fluorescence polarization; Potency, µM (doses to about 115 µM), inactives show at the top dose activity change, negative = inhibition, usual class: inhibitors; actives 0.037% (n = 290,000); active = well fitted inhibition curve with a large enough effect in the polarisation, with a control signal flat, not every such curve was filed as active; inconclusive = small, poorly fitted or top-dose-only effect, or effect the other way, or a change in a side signal; inactive = no such curve, though single readings can be large or run the other way; the % refers to the polarisation; also: potency is read from the fitted curve at half-maximal effect
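Fluorescence polarization: 7 uM MLL-CXXC (stock) preincubated 5 min with compounds, then 50 nM fluorescein-HOX-A9 DNA (stock) added; 30 min ambient. Buffer 50 mM Tris-HCl pH 7.5, 50 mM NaCl, 1 mM DTT, 0.05% BSA.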
ELG1 DNA repair: blocks ELG1-dependent DNA repair in HEK293T cells. HEK293T ELG1-luciferase reporter, luminescence, 16 h; DNA damage induced by 5-fluorouridine. Potency, µM (highest dose often 46.1 µM), inactives show top-dose activity change, negative = inhibition, most hits filed as inhibitors. actives 2.3% (n = 330,000); also: potency is read from the fitted curve at half-maximal effect; % is scaled to controls: 0 for no effect and ±100 for the full control effect; nearly all actives have a fitted effect of over 55% in size
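Luminescence from the luciferase reporter, measured 30 min after ONE-Glo reagent at room temperature, was the read-out. Beforehand, 2,000 cells per well were exposed for 16 hr at 37 °C to 5-fluorouridine together with compound or vehicle.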
Starred values were filed as active, the others as inactive; u = inconclusive; x = not tested or not shown; & = joins results of further samples; [ ] = dose if it differs, or a comment. Unless noted, calls follow the shape of the dose curve; as a rule, active = well fitted curve in the direction sought with a large enough effect; inconclusive = small, poorly fitted or top-dose-only effect, or another doubt; inactive = no such curve, though single readings can be large; an effect the other way counts as inactive or inconclusive. This is a random part of the collection, and some 3.8% of all compounds hit somewhere here.

SMILES	p53 reactivator	TRPV1 ag	a7 integrin act	TCR act	AT treatment	B2AR arrestin	BRCA1 expr act	PTAP TSG101 blk	MLL CXXC-DNA inh	ELG1 DNA repair
Cc1ccc(Sc2ncnc(N)c2[N+](=O)[O-])cc1	10.3%	-1.8	-1.7%	-2.8%[46.1 µM]	-1.0%	-0.4%	-29.5%	-2.8%	4.6%	u
O=C(Nc1ccccc1)C(=O)Nc1cccnc1	5.6%	x	14.4%	12.4%	3.5%	-0.7%	u	2.4%	-7.8%	u
CC(=NNC(=S)N1CCCCC1)c1cccc(C)n1	x	x	-46.5%[inhibitor]	0.1%	x	x	u	-1.1%	x	x
Cc1nc2ccccc2c2c1CC(C(C)(Cl)Br)O2 (centres undefined)	-5.8%	23.1	-38.0%	3.6%	0.0%	-0.2%	-24.6%	0.7%	-8.0%	u
COc1ccc(S(=O)(=O)N2CCCCCC2)cc1C(=O)NC1(C)CCS(=O)(=O)C1 (centres undefined)	-18.5%	-2.2	-1.9%	0.6%	16.3%	-0.2%	3.4%	-2.2%	-5.5%	2.1%
CCCn1nc(NC(=O)C2CCCO2)c2cc3ccc(C)cc3nc21 (centres undefined)	-6.4%	u	-29.7%	-8.2%	25.1µM*	-0.7%	-11.2%	1.7%	-3.6%	-3.6%
COC(=O)[C@@H](NCc1cccc(CN[C@H](C(=O)OC)C(C)C)c1)C(C)C	6.1%	5.2	-12.0%	8.2%	10.5%	-0.7%	-12.4%	-5.1%	-5.3%	-6.9%
Cc1cccc(C(=O)NCC(=O)Nc2ccncc2)c1	-3.6%	11.2	-1.1%	2.9%	8.0%	0.1%	-10.1%	1.4%	x	1.7%
CC(C)C[C@@H](CO)N1CCN(Cc2ccccc2)CCC1=O	5.4%	3.4	17.7%	-1.2%	-5.0%	-1.2%	-5.3%	-4.5%	2.0%	24.8%
CC1CCN(C(=O)C(C)Sc2nc(-c3ccccc3)cc(C(F)(F)F)n2)CC1 (centres undefined)	3.3%	29.8	-44.3%	1.3%	-0.1%	0.3%	-16.0%&-33.1%	-4.4%	-2.8%	u
Cc1ccsc1/C=C/C(=O)O	5.6%	-0.3	3.0%	x	25.7%	0.0%	-10.5%	0.8%	4.8%	1.8%
COc1ccccc1CNC(=O)CCCC(=O)n1ncc2cc(C)ccc21	x	10.7	15.9%	3.6%	4.5%	1.0%	35.2%	0.7%	x	12.0%
Cc1cc(-c2ccc(C)c(S(=O)(=O)NCCCN3CCN(c4ccccc4)CC3)c2)on1	7.0%	9.5	-34.4%[inhibitor]	1.9%	7.8%	0.1%	-20.4%	-2.6%	7.4%	u
O=c1cc(-c2ccccc2)c2ccc(O)c(CN3CCCCC3)c2o1	-5.6%	5.7	17.5%	1.3%	-0.5%	-0.1%	0.4%	-0.5%	12.4%	7.6%
COc1ccc(Nc2nccc3c2ncn3C)cc1	x	x	-13.6%	9.1%	x	x	0.0%	-2.7%	x	x
O=C(COC(=O)CCC(=O)c1ccc(F)cc1)Nc1ccc(N2CCOCC2)cc1	4.3%	2.7	14.1%	-2.0%	2.9%	0.3%	5.4%	-3.4%	-1.2%	2.3%
CCn1c(=O)c2cc(S(=O)(=O)NCc3ccccc3)ccc2n(CC)c1=O	-5.6%	2.9	-1.9%	-6.9%	12.9%	-0.1%	-63.1%	-4.4%	-2.3%	-18.5%
COC(=O)c1ccccc1N=C(SC)N(C)C	-0.7%	12.5	-20.4%	3.0%	-3.0%	0.0%	-15.1%	-1.7%	-11.5%	-5.8%
Cc1cc(C)c(C#N)c(Sc2ccc(N)cc2)n1	3.4%	-1.5	-4.0%	0.9%[46.1 µM]	3.5%	-0.5%	-12.5%	-8.1%	2.0%	5.3%
CCn1c(SCC(=O)NC2CC2)nnc1-c1cccc(OC)c1	x	-4.4	9.5%	-3.4%	1.3%	0.1%	-0.2%	x	-3.9%	7.7%
Cc1c(Cl)cccc1Nc1nc(N)nc(CSc2nc3ccccc3s2)n1	-5.9%	-0.9	-5.1%	-0.3%[46.1 µM]	-0.1%	-0.7%	-25.6%	-2.7%	16.8%	-13.9%
COC(=O)CN1C(C)=Nc2ccc(C)cc2C1c1ccccc1 (centres undefined)	-5.6%	0.9	20.3%	9.5%	3.1%	0.3%	-7.0%	-2.4%	-7.9%	-3.7%
COc1ccc(C(Nc2ccccn2)c2c(NC(=O)c3ccco3)sc(C)c2C)cc1OC (centres undefined)	4.8%	23.7	-1.7%	-5.8%[46.1 µM]	-3.2%	0.1%	-23.7%	-8.3%	-0.5%	3.9%
CCOc1cc(/C=C(\C#N)c2nc(-c3cccs3)c(NC(C)=O)s2)ccc1O	-8.9%	21.5	x	2.5%[46.1 µM]	-13.8%	10.0%	-55.0%	u	0.9%	u
CCn1c(=O)c(C(=O)NCc2cccnc2)c(O)c2ccccc21	-6.7%	-3.1	-11.6%	x	-0.2%	0.2%	-53.5%	0.0%	2.7%	u
COc1ccc(NC(=O)CN(c2cc(C)cc(C)c2)S(=O)(=O)c2c(C)noc2C)cc1	-3.3%	4.2	16.1%	-2.6%	0.2%	-1.0%	-26.4%	-0.1%	-8.2%	-15.3%
CCOCCCNC(=O)CCCn1nc(C)n2c(cc3sccc32)c1=O	-2.7%	x	20.5%	-1.2%	16.3%	2.8%	-9.9%	-0.6%	-8.0%	8.0%
CC(=O)N1N=C(c2ccc3ccccc3c2)OC1(C)C	13.9%	14.3	4.8%	-2.7%[46.1 µM]	10.2%	-0.8%	-13.8%	0.9%	0.3%	1.8%
COc1ccccc1NC(=O)NNC(=O)c1ccc(-c2ccccc2)cc1	-13.0%	-2.5	24.0%	1.8%	-0.8%	-0.7%	-0.4%	-0.8%	u	22.4%
NC(=O)C1CCN(C(c2ccccc2)c2nnnn2C2CCCC2)CC1 (centres undefined)	1.4%	1.3	4.7%	-8.3%[46.1 µM]	x	0.1%	2.2%	-7.3%	-4.2%	9.3%
CCc1ccc(NC(=O)CSc2nc3ccccc3c(=O)n2CCN2CCOCC2)cc1	-9.0%	6.1	-6.1%	-0.9%	0.7%	0.2%	-6.7%	25.4%	-2.6%	23.1µM*
Cc1cnc(C(=O)N2CCCC(C(=O)c3ccc(Cl)cc3C)C2)cn1 (centres undefined)	-4.2%	0.7	-38.2%	-4.4%	6.3%	9.5%	-3.8%	-8.5%	5.4%	-18.0%
NC(=O)C1CC(=O)N(c2ccc(OCC(=O)Nc3cccc(C(F)(F)F)c3)cc2)C1 (centres undefined)	-2.5%	0.1	2.0%	-2.4%	3.0%	-1.3%	-6.3%	-2.7%	9.8%	-3.8%
Cc1cccc(N=Nc2c(O)[nH]c3ccc(F)cc23)c1	u	6.7	0.0%	0.8%	21.4%	-0.3%	25.3%	u	u	u
CCc1sc(C(=O)Nc2nccs2)cc1C	u	21.1	u	-7.1%	2.6%	-0.6%	u	-0.1%	0.8%	u
COc1ccc(C(OC(=O)c2ccco2)C(=O)NC2CCCCC2)cc1OC (centres undefined)	2.6%	11.5	-10.7%	-3.0%	1.8%	0.2%	-31.7%	-2.6%	-5.4%	5.9%
Cc1cc(C(=O)CSc2nnnn2C)c(C)n1C1CC1	u	3.4	-8.4%	1.5%	2.0%	-0.1%	u	-2.2%	1.4%	u
Cc1cc(NC(=O)CSc2nc3ccsc3c(=O)n2Cc2ccccn2)n[nH]1	11.3%	-2.5	-38.0%	1.6%	0.8%	-0.3%	5.62µM*	0.1%	4.9%	u
N#Cc1cc(NCC2CCCO2)c([N+](=O)[O-])cc1C#N (centres undefined)	5.8%	1.0	-13.7%	1.3%[46.1 µM]	5.3%	-0.6%	-6.2%	0.1%	7.9%	9.5%
O=C(Nc1ccc(Cl)cc1F)c1ccccc1Br	82.0%	5.4	16.8%	0.8%[46.1 µM]	-1.7%	-0.5%	u	-1.8%	4.8%	u

An excerpt of these results, with values under each structure.
Results follow in this order: p53 reactivator | TRPV1 ag | a7 integrin act | TCR act | AT treatment | B2AR arrestin | BRCA1 expr act | PTAP TSG101 blk | MLL CXXC-DNA inh | ELG1 DNA repair
CCc1sc(C(=O)Nc2nccs2)cc1C
 : u | 21.1 | u | -7.1% | 2.6% | -0.6% | u | -0.1% | 0.8% | u
COc1ccc(C(OC(=O)c2ccco2)C(=O)NC2CCCCC2)cc1OC (centres undefined)
 : 2.6% | 11.5 | -10.7% | -3.0% | 1.8% | 0.2% | -31.7% | -2.6% | -5.4% | 5.9%
